Screening results from PubChem.
PAFAH1B2 inh – PAFAH1B2 enzyme inhibitors, primary screen, biochemical, fluorescence polarization, human; recombinant PAFAH1B2, FP-rhodamine activity probe; inhibition, % at 3.39 µM; actives 1.2% (n = 340,000);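 active means inhibition above the mean of all tested compounds plus 3 SD, cut at about 24% in these data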;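 further: 0% = enzyme with DMSO and 100% = wells lacking PAFAH1B2; many of its hits are not listed in these tables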
Target sequence (P68402 whole entry, looked up): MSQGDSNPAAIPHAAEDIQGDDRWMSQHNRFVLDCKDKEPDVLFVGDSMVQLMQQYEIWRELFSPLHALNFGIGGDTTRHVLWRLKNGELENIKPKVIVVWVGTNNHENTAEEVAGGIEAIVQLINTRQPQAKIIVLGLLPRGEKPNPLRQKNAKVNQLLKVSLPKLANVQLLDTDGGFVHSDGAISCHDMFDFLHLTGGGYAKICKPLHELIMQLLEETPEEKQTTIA
GSTO1 counter – inhibitors of recombinant GSTO1, primary screen, counter-screen for RBBP9 inhibitor project, biochemical, fluorescence polarization | actives 1.1% (n = 300,000) | inhibition, % at 5.96 µM | activity-based probe fluorescence polarization;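 active means inhibition above the campaign mean inhibition plus 3 SD, cut at about 35% in these data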;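 further: 0% = GSTO1-1 with DMSO and 100% = wells lacking GSTO1-1 enzyme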
LYPLA1 counter – LYPLA1 inhibitors, primary screen, counter-screen for PME1 inhibitor project, biochemical, fluorescence polarization, FP-Rh probe ABPP. inhibition, % at 5.9 µM. Acyl-protein thioesterase 1 (Homo sapiens), O75608. actives 0.16% (n = 320,000). recombinant LYPLA1;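 active means inhibition above the mean of all tested compounds plus 3 SD, set per campaign, cut at about 14% in these data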;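 further: inhibitors block serine hydrolase probe labeling of LYPLA1 so polarization falls; 0% = enzyme with DMSO and 100% = wells lacking LYPLA1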
Target sequence (O75608 whole entry, looked up): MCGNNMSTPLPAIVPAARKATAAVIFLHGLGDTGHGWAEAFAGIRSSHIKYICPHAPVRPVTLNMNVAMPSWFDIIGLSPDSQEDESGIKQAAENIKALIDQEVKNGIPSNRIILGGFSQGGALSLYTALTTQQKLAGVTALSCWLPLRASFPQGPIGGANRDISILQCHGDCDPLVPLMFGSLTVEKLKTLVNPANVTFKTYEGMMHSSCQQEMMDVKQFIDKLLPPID
PME-1 primary – PME-1 inhibitors via competitive probe labeling, primary screen, biochemical, fluorescence polarization, FP-Rh probe, HTS; recombinant PME-1; inhibition, % at 5.9 µM; actives 0.53% (n = 320,000); AID 2130, 2009;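 active means inhibition above the campaign mean of all compounds plus 3 SD, cut at about 26% in these data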;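 further: competitive labeling of PME-1 active site by serine hydrolase directed probe; 0% = PME-1 with DMSO and 100% = wells lacking PME-1 enzyme; inhibitors block probe labeling so polarization falls and inhibition rises; many of its hits are not listed in these tables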
Target sequence (Q9Y570 whole entry, looked up): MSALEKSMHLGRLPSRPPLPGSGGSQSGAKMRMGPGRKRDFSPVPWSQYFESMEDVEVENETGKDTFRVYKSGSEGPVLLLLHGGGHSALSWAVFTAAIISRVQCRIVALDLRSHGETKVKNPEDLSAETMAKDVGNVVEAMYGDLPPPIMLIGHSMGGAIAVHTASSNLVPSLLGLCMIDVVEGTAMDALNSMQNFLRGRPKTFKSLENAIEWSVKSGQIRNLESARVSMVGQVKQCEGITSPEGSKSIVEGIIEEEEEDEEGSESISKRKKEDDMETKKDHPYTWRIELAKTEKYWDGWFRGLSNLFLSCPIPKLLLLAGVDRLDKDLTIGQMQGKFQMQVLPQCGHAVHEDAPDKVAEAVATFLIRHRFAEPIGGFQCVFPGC
PREPL inhibitor – PREPL enzyme inhibitors, primary screen, biochemical, fluorescence polarization; Prolyl endopeptidase-like (Homo sapiens), Q4J6C6; recombinant PREPL, fluorescence polarization activity-based probe; inhibition, % at 5.96 µM; actives 0.68% (n = 320,000); in the data active means inhibition above about 43%;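 further: 0% = enzyme with DMSO and 100% = wells lacking enzyme; many of its hits are not listed in these tables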
pPAFAH inh – pPAFAH enzyme inhibitors, primary screen, biochemical, fluorescence polarization, human; Platelet-activating factor acetylhydrolase (Homo sapiens), Q13093; recombinant pPAFAH, FP-rhodamine probe fluorescence polarization; inhibition, % at 3.39 µM; actives 1.5% (n = 330,000);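 active means inhibition above the mean inhibition across the screen plus 3 SD, cut at about 25% in these data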;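 further: inhibitors block binding of the rhodamine activity-based probe so polarization drops; 0% = enzyme with DMSO and 100% = wells lacking pPAFAH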
LYPLA2 inh – LYPLA2 inhibitors, primary screen, counter-screen for PME1 inhibitor project, biochemical, fluorescence polarization, FP-Rh probe ABPP; Acyl-protein thioesterase 2 (Homo sapiens), O95372; recombinant LYPLA2; inhibition, % at 5.9 µM; actives 0.38% (n = 320,000);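 active means inhibition above the screen-wide mean plus 3 SD, limit set per campaign, cut at about 26% in these data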;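 further: 0% = LYPLA2 with DMSO and 100% = wells lacking LYPLA2 enzyme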
PAD4 FP inh – human PAD4 inhibitors, primary screen, biochemical, fluorescence polarization, 1536-well format | Protein-arginine deiminase type-4 (Homo sapiens), Q9UM07 | recombinant PAD4, RCA probe fluorescence polarization | inhibition, % at 6.36 µM | actives 0.41% (n = 330,000) | AID 485272, 2010;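 active means percent inhibition above a cutoff equal to the mean of all tested compounds plus 3 SD, cut at about 15% in these data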;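 further: 0% = PAD4 with RCA probe and DMSO and 100% = probe without PAD4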
PAFAH1B3 inh – PAFAH1B3 enzyme inhibitors, primary screen, biochemical, fluorescence polarization, human; Platelet-activating factor acetylhydrolase IB subunit alpha1 (Homo sapiens), Q15102; recombinant PAFAH1B3, FP-rhodamine probe; inhibition, % at 3.39 µM; actives 0.28% (n = 340,000);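 active means inhibition above the screen-wide average of all tested compounds plus 3 SD, cut at about 25% in these data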;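 further: 0% = enzyme with DMSO only and 100% = wells lacking PAFAH1B3 protein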
An asterisk follows results filed as active; nt = not tested or not shown. This is a subset. The share of hits here may be higher or lower than overall.

compound,GSTO1 counter,LYPLA1 counter,PME-1 primary,LYPLA2 inh,PREPL inhibitor,PAD4 FP inh,PAFAH1B3 inh,pPAFAH inh,PAFAH1B2 inh
Cc1ccc(Cn2ncc3c(N4CCN(C)CC4)ncnc32)cc1,6,-4,1,-1,1,-1,4,5,1
CN(C1CCCCC1)S(=O)(=O)c1ccc2[nH]c(=O)oc2c1,7,5,-6,-1,-9,-2,3,3,14
COc1ccccc1/C=C1/SC(=S)N(C(C)C(=O)NC2C=CS(=O)(=O)C2)C1=O (centres undefined),-15,-6,-2,-6,-3,3,-3,-6,-2
COc1cccc(C(=O)c2c(-c3ccccc3)ncc3cc(OC)c(OC)cc23)c1,nt,nt,nt,nt,nt,-2,7,4,1
COc1ccc(CCNC(=O)c2cc(C(C)C)on2)cc1OC,-8,-4,-4,-4,-9,-1,2,4,1
CC(C)(C)C1CCc2c(sc3c2C(=O)NC(c2ccco2)N3)C1 (centres undefined),2,-3,2,-6,-3,0,3,12,2
CCOc1ccc2nc(SCC(=O)NCc3ccc4c(c3)OCO4)[nH]c2c1,6,2,-1,2,17,1,1,2,4
CCCCCCCCOC(=O)CCc1c(C)[nH]c(=S)[nH]c1=O,12,3,0,39*,9,-2,4,5,8
CC1(C)Cc2c(sc3c2c2ncnn2c2nnc(SCC(=O)NCc4ccco4)n32)CO1,-2,3,2,4,-9,1,-1,3,6
CC(C)[C@H](NC(=O)c1cc2cc(Cl)ccc2n1C)C(=O)N1CCC(C(=O)O)CC1,4,-1,-2,4,0,-3,9,5,2
COc1cc(NC(=O)C2CCCCN2)ccc1OCC(C)C (centres undefined),-6,0,2,-3,12,-5,12,-5,-3
c1ccc(CCCCNCC2COc3ccccc3O2)cc1 (centres undefined),1,9,6,13,-16,4,9,4,0
O=C(Cc1ccccc1)NN1C(=O)C2C3C=CC(C4CC34)C2C1=O (centres undefined),0,-5,-1,-4,-4,-1,7,-4,5
CN=C1SC(CC(=O)Nc2cccc(C(F)(F)F)c2)C(=O)N1C (centres undefined),-2,2,12,22,11,1,-1,4,0
OC(COCc1cccs1)CN1CCCCCC1 (centres undefined),18,0,-2,4,10,2,3,4,3
O=C(O)CC/C(=C\c1cc2c(cc1Br)OCO2)c1nc2ccccc2s1,9,1,2,5,0,-1,3,11,27*
CCCCn1nnc(NC(=O)COc2ccc(Cl)c(C)c2)n1,3,-1,-1,-2,4,-2,-8,0,0
C#CCOCCOCCOCCNc1nc(N2CCN(C(=O)[C@H]([C@@H](C)CC)n3cc([C@@H](N)Cc4ccc(O)cc4)nn3)CC2)nc(N2CCN(C(=O)[C@H](Cc3ccc(O)cc3)n3cc([C@@H](N)CC(C)C)nn3)CC2)n1,1,-1,1,-1,12,2,4,2,-8
CC(CC(=O)Nc1nc2ccccc2[nH]1)c1ccccc1 (centres undefined),7,3,0,8,-6,4,6,-2,4
Cc1ccc(S(=O)(=O)N2CCC(C(=O)Nc3nnc(-c4ccc(F)cc4)s3)CC2)cc1,8,-1,-3,7,-7,-6,6,10,5
C/C(CCc1ccco1)=N/NC(=O)CCC(=O)Nc1ccc(Br)cc1,-3,-10,-1,-7,-6,1,4,9,4
O=C(CN1CCC(c2nc3ccccc3[nH]2)CC1)NCc1ccc2c(c1)OCO2,7,0,18,9,6,-1,-2,-1,-5
O=C(O)c1cccc(NC(=O)c2ccc3c(c2)C(=O)N(c2ccccc2)C3=O)c1,-3,4,1,5,8,3,9,-9,1
Cc1ccc(NC(=O)c2ccccc2NS(=O)(=O)c2ccc(F)cc2)cc1S(=O)(=O)N1CCCCC1,-47,-2,5,-3,8,0,2,21,7
O=C1NC2(CCCCCC2)N=C1c1ccc(Br)cc1,7,2,4,1,-9,0,2,8,3
CCCCc1nc2cc(C(=O)N3CCC(OCCOC)CC3)ccc2o1,-1,-1,-2,4,1,1,2,6,-3
COCCNC(=S)N/N=C(\C)c1ccc(OC)cc1,4,4,-3,3,0,-4,2,1,-2
CCN(CC)c1ccc(NC(=O)COc2ccccc2C#N)cc1S(=O)(=O)Nc1ccc(OC)cc1,-26,-29,-21,-18,-2,1,0,2,0
Cc1ccc(C2CC(c3ccc(NS(C)(=O)=O)cc3)=NN2C(=O)c2ccco2)cc1 (centres undefined),-3,-2,4,9,18,-2,11,4,-5
Cc1nc(N2CCOCC2)nc(N2CCCCC2C)c1[N+](=O)[O-] (centres undefined),4,0,0,0,3,-3,-6,1,-4
COc1ccc(CCNS(=O)(=O)c2ccc3c(c2)NC(=O)CO3)cc1OC,7,2,-1,-1,-4,1,1,-2,3
COc1ccc(C2C(C(N)=O)=C(C)Nc3nc(CCCO)nn32)cc1 (centres undefined),3,3,4,8,8,-9,2,-1,-2
Cc1cccc(N2CN(Cc3ccco3)CNC2=S)c1,-1,3,-5,3,1,1,-2,2,4
Cc1cc(N2C(=O)C3C4c5ccccc5C(c5ccccc54)C3C2=O)no1 (centres undefined),4,-1,7,5,-8,4,1,-2,3
CN(C)CCNC(=O)c1ccc(Cl)s1,5,1,-2,3,15,-4,4,0,4
O=S(=O)(c1ccccc1)N1N=C(c2ccc(Br)cc2)CC1c1ccco1 (centres undefined),-1,1,2,-3,1,5,1,7,-1
COc1ccc(C)cc1NC(=O)c1cc(S(=O)(=O)N2CCOCC2)cn1C,4,2,0,8,5,-4,-2,2,5
CC(C)c1ccc(NC(=O)CCN2C(=O)c3ccc([N+](=O)[O-])cc3C2=O)cc1,-1,-1,-4,3,-4,2,5,2,3
O=C(CC(NS(=O)(=O)c1ccc(Cl)cc1)c1ccco1)NCc1ccco1 (centres undefined),-4,2,2,2,-4,1,6,-4,9
CCC1CCCCN1CCNC(=O)C1CCCN(S(=O)(=O)c2cccc3nsnc23)C1 (centres undefined),-7,-2,6,-2,11,0,6,-2,5
Nc1ccc(C(=O)NC2CCSc3ccccc32)cc1[N+](=O)[O-] (centres undefined),-1,-3,1,8,7,-1,3,10,1
CC(=O)Oc1cccc(N2C(=O)C3C4C=CC(C4=C(C)C)C3C2=O)c1 (centres undefined),-2,-3,-2,-4,-8,0,-3,-2,3
CCCc1cc(C(=O)N2CCCC(N3CCN(c4ccc(F)cc4)CC3)C2)no1 (centres undefined),7,-1,3,-4,7,4,5,1,1
CCOC(=O)C1CCN(C(=O)Cn2cc(C(=O)OC)c3ccccc32)CC1,-6,1,0,9,-8,4,0,3,3
COc1ccc2cc(/C=N/NC(=O)CSCc3ccc([N+](=O)[O-])cc3)c(Cl)nc2c1,-1,-1,4,10,17,-2,0,6,-3
CCc1nc2oc3ccccc3c(=O)c2c(=O)n1-c1ccc(C)cc1,26,-5,-6,-6,9,-5,nt,17,nt
CCn1c(N2CCN(CC(=O)Nc3cccc(C)c3C)CC2)nc2ccccc21,4,0,0,1,10,-2,0,3,-1
Cc1ccccc1OC(=O)n1c(=S)oc2cc(Cl)ccc21,2,-2,2,1,-1,0,4,3,5
CCOC(=O)C1CCN(C(=O)Cc2ccc(-c3ccccc3)cc2)CC1,6,-1,-3,3,-9,-2,9,-3,-1
CCOC(=O)C1CCN(C(=O)CN2C(=O)c3ccccc3S2(=O)=O)CC1,2,-1,2,2,1,4,-5,2,6

New compounds follow
compound,GSTO1 counter,LYPLA1 counter,PME-1 primary,LYPLA2 inh,PREPL inhibitor,PAD4 FP inh,PAFAH1B3 inh,pPAFAH inh,PAFAH1B2 inh
CCN(CC)CCNC(=O)c1c(C)oc2cc(Br)c(OC)cc12,-6,3,6,6,-13,0,1,-2,1
O=C(Nc1cc(Cl)ccn1)C1CCN(S(=O)(=O)c2cccs2)CC1,-3,-3,-4,-3,-14,-1,-1,-3,3
COc1cccc(C(=O)n2cnnc2N)c1OC,1,2,2,4,5,-5,-4,10,4
Cc1cnc(C(=O)OCC(=O)NCc2ccc3c(c2)OCO3)cn1,0,-5,-2,-3,-3,0,9,-1,1
CCN1C(=O)c2cccc3c(S(=O)(=O)NCc4cccnc4)ccc1c23,11,0,-5,4,-20,-5,3,-1,1
COCC(C)n1c(SCC(=O)N(C)C2CCS(=O)(=O)C2)nc2ccccc2c1=O (centres undefined),4,-2,-1,1,-1,-5,1,4,-4
O=C(c1ccccc1-c1ccccc1)N1CCN(c2ccccn2)CC1,5,-3,-2,-3,-36,2,5,3,6
CCc1nc2cccnc2n1-c1ccc(CC(=O)O)cc1,0,-1,1,0,3,2,4,5,4
Oc1cc(NCCc2cccnc2)cc2cccnc12,nt,nt,nt,nt,10,6,24,8,1
O=C(NCc1ccc2c(c1)OCO2)c1ccc2c(c1)OCO2,-7,4,2,1,-4,-1,-4,1,2
CCOc1ccccc1CNC(=O)c1ccccc1NC(=O)C1=CSCCO1,0,3,0,8,11,0,5,-1,2
C=C(C)CN(CC)c1nc(N)c(C#N)c(CC#N)c1C#N,11,3,4,6,19,-3,5,4,4
Cc1nc(SCC(=O)NCc2ccco2)[nH]c(=O)c1C,-4,2,-4,2,-2,-5,-2,3,-7
O=C(N/N=C/c1ccccc1O)c1cccc(C(F)(F)F)c1,-2,-3,-12,4,18,1,17,14,5
O=c1oc2ccccc2cc1-c1nc(-c2cccs2)cs1,-1,-5,-2,-3,16,-1,4,5,-1
COc1ccc(CCC(=O)Nc2ccc(C)c([N+](=O)[O-])c2)cc1,2,-2,-2,3,3,2,-12,3,-3
NC(=O)CC(NC(=O)Cc1cccc2ccccc12)c1ccc(NC2CCCCCC2)c([N+](=O)[O-])c1 (centres undefined),2,-5,-7,-9,-8,-2,1,0,8
COc1ccccc1N1CCN(C(=O)CCSCc2ccccc2F)CC1,-1,-1,2,-4,6,1,11,4,3
COc1ccccc1NC(=S)N1CCN(c2ncccn2)CC1,7,-2,5,-3,1,-1,3,-3,0
CC(CNC(=S)Nc1cc(F)cc(F)c1)CSc1ccc(Cl)cc1 (centres undefined),-17,-8,-4,-11,-19,-4,-3,1,2
CCCC(=O)Nc1nc(-c2ccc3c(c2)CCN3S(C)(=O)=O)cs1,0,3,3,8,15,2,0,9,-4
NS(=O)(=O)c1ccc(N=Nc2c(O)c(C(=O)O)cc3ccccc23)cc1,-4,2,5,6,22,-2,13,41*,3
Cc1c(C(=O)OC2CCCCC2)[nH]c2c1C(=O)CC(C)(C)C2,6,-1,2,3,-13,-3,8,3,1
COc1ccc2nc(C(C)O)[nH]c2c1 (centres undefined),14,0,-12,1,18,1,5,-2,1
O=C(/C=C/c1ccco1)Oc1ccc(C(=S)N2CCOCC2)cc1,-1,2,-1,7,25,2,8,1,5
